Fluor 339 460: intrinsic fluorescence of library compounds, ex339/em460 – biochemical, MLSMR library, data from DPM-DC assay, artefact control, profiling panel; compound autofluorescence, ex339/em460 nm, NADH buffer; active compounds read high; 1 = no-compound wells, NADH background; fluorescence fold increase at 10 µM; 5.5% of 65,000 active;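 active means at 10 µM, mean starting fluorescence two-fold or more over control wells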;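 further: signal is the first read of a kinetic run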
MMP13 inh: MMP13 (human) collagenase inhibition; P45452; 0.07% of 65,000 active; inhibition, % at 4 µM; MMP-13 fTHP FRET cleavage, Mca fluorescence;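 active means inhibition above the mean of compound-free control plate wells plus 3 SD, cut at about 14% in these data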;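 further: 0% = DMSO wells and 100% = wells with reference MMP-13 inhibitor after basal subtraction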
5-HT1A blocker: antagonists of human 5-HT1a serotonin receptor; CHO 5-HT1a Ga15 NFAT-bla reporter, antagonist mode; AID 612; 0.68% of 62,000 active; P08908; inhibition, % at 10 µM;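 active means inhibition above the mean of all tested compounds plus 3 SD, cut at about 43% in these data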;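 further: receptor stimulated by 5-CT agonist at 100 nM near EC80; beta-lactamase reporter measured by ratiometric fluorescence of a cleavable substrate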
Target sequence (P08908 whole entry, looked up): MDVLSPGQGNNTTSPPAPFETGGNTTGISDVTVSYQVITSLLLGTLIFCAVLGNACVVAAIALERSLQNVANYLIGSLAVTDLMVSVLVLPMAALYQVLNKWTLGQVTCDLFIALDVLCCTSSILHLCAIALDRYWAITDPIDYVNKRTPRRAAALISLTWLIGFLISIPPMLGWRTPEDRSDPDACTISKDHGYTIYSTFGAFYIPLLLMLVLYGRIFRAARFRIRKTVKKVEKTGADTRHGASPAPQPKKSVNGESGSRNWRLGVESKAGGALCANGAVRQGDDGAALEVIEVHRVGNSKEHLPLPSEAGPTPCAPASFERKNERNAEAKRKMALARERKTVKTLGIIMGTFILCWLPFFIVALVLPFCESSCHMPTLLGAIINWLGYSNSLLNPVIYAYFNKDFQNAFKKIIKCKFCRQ
S1P1 ag-PAM: agonists and agonism potentiators of human S1P1 receptor; activation, % at 9.5 µM; P21453; AID 449; 0.57% of 56,000 active; S1P1 CRE-bla cells, forskolin, beta-lactamase FRET, potentiator mode; S1P1 agonist co-added at EC20, 2 nM; 100% = saturating reference agonist, 0% = basal;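 active means activation above a cutoff set at the mean activation of all tested compounds plus 3 SD, cut at about 54% in these data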;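 further: forskolin at 4 µM as EC80 and the EC20 agonist is SEW2871; 100% = SEW2871 at its EC100 plus forskolin at EC80; some compounds past the cut are filed as inactive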
Target sequence (P21453 whole entry, looked up): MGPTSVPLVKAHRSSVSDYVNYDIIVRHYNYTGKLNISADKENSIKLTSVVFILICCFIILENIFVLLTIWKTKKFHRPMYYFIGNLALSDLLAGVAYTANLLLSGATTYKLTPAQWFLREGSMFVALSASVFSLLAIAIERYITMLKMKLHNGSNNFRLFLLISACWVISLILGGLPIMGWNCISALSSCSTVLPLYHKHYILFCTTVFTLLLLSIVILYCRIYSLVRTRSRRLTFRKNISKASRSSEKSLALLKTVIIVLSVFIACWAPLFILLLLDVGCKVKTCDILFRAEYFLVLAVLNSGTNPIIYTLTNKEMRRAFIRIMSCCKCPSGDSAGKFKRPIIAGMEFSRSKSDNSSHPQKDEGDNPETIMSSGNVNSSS
5HT1E antag: 5-HT1E (human) receptor antagonism | P28566 | CHO 5-HT1E Ga15 NFAT-bla reporter, FRET, antagonist | AID 571 | inhibition, % at 6 µM | 0.99% of 65,000 active;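 active means inhibition above a set limit, the mean inhibition across every tested compound plus 3 SD, cut at about 29% in these data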;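 further: signal is the 460 over 535 nm emission ratio of beta-lactamase substrate; 0% = agonist plus DMSO wells and 100% = wells without agonist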
S1P3 agonist: S1P3 (human) receptor agonism; Q99500; S1P3 NFAT-BLA reporter cells, FRET ratio; relative to 1 µM S1P, basal subtracted; activation, % at 4.5 µM; 0.1% of 60,000 active; AID 373;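 active means activation above the screen-wide mean plus 3 SD, cut at about 4.5% in these data, passing the limit was not always enough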; further: some compounds called inactive have numbers as strong as hits
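material = human S1P3 NFAT-BLA reporter CHO cells | schedule = 4 h compound at 37 °C, 2 h substrate at RT | measured by = fluorescent BLA substrate, ex 405 nm, em 460/535 nm ratio | controls = 1 µM S1P reference | replication = primary once, confirmation triplicate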
HTR1E agonist: activates the human 5-HT1E serotonin receptor; CHO 5-HT1E Ga15 NFAT-bla reporter, FRET; 0% DMSO wells, 100% control agonist wells; activation, % at 6 µM; 0.69% of 65,000 active; AID 574;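 active means activation above a set limit, the screen-wide mean activation plus 3 SD, cut at about 8.5% in these data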;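 further: 100% = positive control agonist at 1 µM giving full maximal response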
HER2 expr 66K: lowers expression of human Her2 kinase; P04626; SKBR-3 HER2 protein level, AlphaScreen, 18-24 h; active compounds read low; HER2 level % of control, % at 10 µM; 0.69% of 65,000 active; AID 645;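 active means HER2 level under 5% of the carrier-only control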;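 further: 100% = DMSO carrier and 0% = 500 nM PU-H71 HSP90 inhibitor; lower value means stronger loss of Her2 protein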
Abs 340nm: compounds absorbing at 340 nm; 65,000 tested, under 10 active; compound absorbance at 340 nm, fold over control; AID 708; fold change at 10 µM;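 active means at 10 µM dose, initial 340 nm absorbance at least 2 fold that of control wells; inactive means change under 2 fold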;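 further: initial absorbance extrapolated from kinetic A340 decline of NADH oxidation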
* marks the source's active call; other numbers are inactive results; x = not tested or not shown; [ ] = dose if it differs, or a comment.

SMILES	Fluor 339 460	MMP13 inh	5-HT1A blocker	S1P1 ag-PAM	5HT1E antag	S1P3 agonist	HTR1E agonist	HER2 expr 66K	Abs 340nm
COc1cc(OC)c(C(=O)NC2CCCCCC2)cc1OC	1.1	-7	4	-2	-2	-0.5	-0.2	105	0.98
CSCCC(NC(=O)c1cc(C(C)(C)C)oc1C)C(=O)O (configuration not stated)	1.1	-1	0	-12	-10	0.4	-0.2	100	0.96
O=c1c2ccccc2[nH]c(=S)n1C1CCCCC1	1.2	-1	-10	-56	-6	0.1	-0.3	116	0.99
CC1CCN(S(=O)(=O)c2ccc(NC(=O)CN3CCN(C)CC3)cc2)CC1	1.1	0	1	-22	-2	0.7	0.5	98	1
COc1ccc(CCC(=O)NCc2cn3ccsc3n2)cc1	1.1	2	-5	-10	-7	-0.3	-0.2	108	1
O=C(CSc1nnc(-c2cccnc2)n1CCc1ccccc1)N1CCCCC1	1.1	0	27	-18	0	-0.2	0.3	98	1
Cc1cc(F)ccc1NCc1ccncc1	1.1	-2	0	-17	-3	-0.7	-0.2	84	1.1
CC1CCCCC1NC(=O)C1CCN(S(=O)(=O)N2CCOCC2)CC1 (configuration not stated)	1	-3	6	-22	0	0.0	-0.7	120	1
Cc1ccc2nc(SCC(=O)Nc3cc(C)on3)[nH]c2c1	1.1	0	0	-23	6	0.3	-0.6	92	1
O=C(NCCN1C(=O)CSC1=O)C1CC(=O)N(c2ccccc2)C1 (configuration not stated)	1.1	2	9	x	-9	-0.6	-0.4	x	1
CCCn1nnc(NC(=O)COc2ccccc2Cl)n1	1.1	1	5	-11	-6	3.9	1.0	94	1
O=C(O)c1cccnc1SCC(=O)N1CCCCCC1	1.1	-6	-5	-18	4	0.0	-0.6	106	1
CCN1CCN(C(=O)C2CC(c3ccc(F)cc3)=NO2)CC1 (configuration not stated)	1	2	2	-7	4	-0.6	-0.2	79	0.98
O=C(CCn1c(=O)c2ccccc2n(Cc2cccnc2)c1=O)NCc1ccc2c(c1)OCO2	1.1	-1	-4	14	5	0.6	-0.3	86	1
Cc1ccc(C2C(C(=O)c3cc4ccccc4o3)=C(O)C(=O)N2CCN2CCOCC2)o1 (configuration not stated)	1.1	-2	9	-17	7	0.0	0.6	70	1.1
O=C1C2ON(c3ccccc3)C(c3ccccn3)C2C(=O)N1c1ccc(Br)cc1 (configuration not stated)	1.1	2	-10	-12	-9	-0.7	0.6	76	1
COc1cccc(C(CC(=O)NCc2ccco2)NS(=O)(=O)c2ccc(C)cc2)c1OC (configuration not stated)	1.1	-13	-3	-13	1	-0.2	0.4	134	1.1
COc1ccc(NC(=O)COC(=O)c2ccc(Br)o2)cc1OC	1.1	-3	-2	10	-5	-1.2	-0.2	109	0.98
O=c1[nH]c2ccccc2c2nc3ccccn3c12	1.2	-13	-16	-30	-2	-1.2	-0.3	34	1.1
N#CCSc1nnc2ccc3ccccc3n12	1.1	1	-16	-53	20	-0.1	-0.3	72	1

2 entries picked at random from the list so far:
SMILES	Fluor 339 460	MMP13 inh	5-HT1A blocker	S1P1 ag-PAM	5HT1E antag	S1P3 agonist	HTR1E agonist	HER2 expr 66K	Abs 340nm
CC1CCN(S(=O)(=O)c2ccc(NC(=O)CN3CCN(C)CC3)cc2)CC1	1.1	0	1	-22	-2	0.7	0.5	98	1
N#CCSc1nnc2ccc3ccccc3n12	1.1	1	-16	-53	20	-0.1	-0.3	72	1

Ordered by the number under Abs 340nm (falling): 5 from the list above
SMILES	Fluor 339 460	MMP13 inh	5-HT1A blocker	S1P1 ag-PAM	5HT1E antag	S1P3 agonist	HTR1E agonist	HER2 expr 66K	Abs 340nm
O=c1[nH]c2ccccc2c2nc3ccccn3c12	1.2	-13	-16	-30	-2	-1.2	-0.3	34	1.1
CCCn1nnc(NC(=O)COc2ccccc2Cl)n1	1.1	1	5	-11	-6	3.9	1.0	94	1
O=c1c2ccccc2[nH]c(=S)n1C1CCCCC1	1.2	-1	-10	-56	-6	0.1	-0.3	116	0.99
COc1cc(OC)c(C(=O)NC2CCCCCC2)cc1OC	1.1	-7	4	-2	-2	-0.5	-0.2	105	0.98
CSCCC(NC(=O)c1cc(C(C)(C)C)oc1C)C(=O)O (configuration not stated)	1.1	-1	0	-12	-10	0.4	-0.2	100	0.96

(listing goes on)
SMILES	Fluor 339 460	MMP13 inh	5-HT1A blocker	S1P1 ag-PAM	5HT1E antag	S1P3 agonist	HTR1E agonist	HER2 expr 66K	Abs 340nm
CCNc1oc(COc2ccccc2F)nc1C#N	1	2	-5	x	2	x	0.3	54	0.98
O=c1[nH]c(C2CCCN(S(=O)(=O)c3ccccc3)C2)nc2c1nnn2Cc1ccccc1F (configuration not stated)	1.1	3	-3	12	8	-1.0	0.3	53	1
Cc1ccc(S(=O)(=O)N2CC3(C)CN(S(=O)(=O)c4ccc(C)cc4)CC(C)(C2)C3O)cc1 (configuration not stated)	1.1	-1	-14	-7	0	1.2	9.9*	123	1
COc1ccc2cc(CN(C(=O)Nc3ccccc3OC)C3CCCC3)c(=O)[nH]c2c1	1.1	-4	1	-10	-14	-0.6	-0.6	82	1.1
c1ccc(CSc2nncn2-c2ccccn2)cc1	1.1	0	9	-15	5	-1.4	-0.1	97	0.99
Cn1c(=O)c2cnc(N3CCOCC3)nc2n(C)c1=O	1.1	2	-8	-21	-3	0.7	-0.7	101	1
CCC1(C)Cc2c(C#N)c(N)sc(=S)c2CO1 (configuration not stated)	1	-4	x	-21	2	-2.0	-0.4	73	0.9
Cc1ccccc1-n1c(SCC(=O)c2cc(C)n(C)c2C)nnc1-c1ccncc1	1.1	3	-13	61	5	1.2	-0.1	94	1.1
COC(=O)c1ccccc1NC(=O)CSc1nnc(COc2cccc(OC)c2)n1C	1.1	-2	-10	-2	0	0.3	-0.3	98	0.98
COc1ccc(NC(=O)CN(C)S(=O)(=O)c2cccs2)cc1	1.1	0	-2	13	-1	-0.1	-0.6	89	1
Cn1c(SCC(=O)N2CCN(Cc3ccccc3)CC2)nnc1-c1ccncc1	1.1	0	8	-14	-13	0.7	-0.3	101	1
CCc1nc(SCc2ccccn2)c2c(=O)n(C)c(=O)n(C)c2n1	1.1	2	-6	10	-1	-0.8	1.3	x	1
CN(C)c1oc(COc2ccc(F)cc2)nc1C#N	1.1	3	1	-1	-3	-1.3	-1.9	77	1
CCOC(=O)COc1ccc(-c2nnc(-c3ccccc3)o2)cc1	1.2	-82[fluorescence artefact?]	10	5	6	-1.4	-0.2	141	0.99
COc1ccc(Br)cc1-c1nc(C)c(C(C)=O)n1O	1.2	1	-9	-13	-8	0.1	-0.5	91	1.1
O=C(c1ccco1)N1CCN(S(=O)(=O)c2cccc3nsnc23)CC1	1	-1	-7	x	-2	x	-0.3	133	1.1
CCOC(=O)c1[nH]c(COC(=O)C2CC(=O)N(Cc3ccccc3)C2)c(C(=O)OCC)c1C (configuration not stated)	1.1	0	10	-6	10	0.3	0.3	109	0.99
CC(=O)Nc1ccc(S(=O)(=O)NCc2ccc(C(=O)NCCN3CCCCCC3)cc2)cc1	1.1	2	4	-12	-6	-1.6	0.1	75	1
O=c1c(-c2ccc(Cl)cc2)coc2c(CN3CCOCC3)c(O)ccc12	2.2*	-79[fluorescence artefact?]	-12	-15	-5	-1.2	-0.6	85	1.1
COc1ccc(CCN(Cc2cc3cc4c(cc3[nH]c2=O)OCO4)C(C)=O)cc1OC	2.7*	-9	-12	-4	-4	-0.4	-0.8	84	1.1
CCCC(c1nnnn1CCOC)N1CCN(C(=O)c2ccco2)CC1 (configuration not stated)	1.1	3	2	-11	4	-0.3	1.2	104	1.1
Cc1c(C#N)c2ccccc2n1CCOc1ccccc1F	1	4	30	37	12	-1.7	-0.6	106	1
Cc1c(C(=O)NC2CCCCC2)oc2c1C(=O)CC(C)(C)C2	1.2	6	12	1	7	-0.2	0.0	84	1
COC(=O)C1=C(C)NC(=O)C1(NC(=O)CN1CCCC1=O)C(F)(F)F (configuration not stated)	1	6	-2	-19	3	-0.9	-0.4	100	1
COc1ccc(N2CC(C(=O)OCC(=O)c3cccc(OC)c3)CC2=O)cc1 (configuration not stated)	0.86	0	5	-16	-4	-0.7	0.6	93	1
CC(C)CC(=O)N1CCN(Cc2cccc(F)c2)CC1	1.1	3	1	-10	8	-1.1	0.8	85	1.1
COC(=O)n1ccc(C(=O)Nc2ccccc2F)n1	1.2	-6	-6	-17	-5	-1.3	0.5	114	1
Cc1ccc(C(=O)NC2CCCCCC2)cc1N1CCCC1=O	1.1	-2	-8	-9	-18	-1.1	-0.2	73	1
COCC(=O)Nc1ccccc1C(=O)NC(C)C	1.1	-1	0	-16	-5	-0.1	-0.6	90	1
CC(O)CN1C(=O)C(CC(=O)Nc2ccc(Cl)cc2)SC1=Nc1ccccc1 (configuration not stated)	1	4	10	x	2	x	-0.8	192	0.99
COc1ccccc1C(=O)Nc1ccc(S(=O)(=O)Nc2cc(C)on2)cc1	1.1	1	-1	x	-4	x	1.0	55	1
c1ccc2[nH]c(CN3CCCCCC3)nc2c1	1.1	-3	2	-40	2	0.3	-0.4	142	1
COc1ccc(S(=O)(=O)CCC(=O)NC2CCCCC2)cc1	1.1	-3	7	-21	0	-0.6	0.7	115	1
Cc1ccc2cc(CN(CC3CCCO3)C(=O)C(C)C)c(=O)[nH]c2c1 (configuration not stated)	1.3	-5	0	-4	10	-1.4	-0.1	95	1.1
CC(NC(=O)CSc1ncccn1)c1ccccc1 (configuration not stated)	1	2	0	-7	-10	-0.7	-0.3	89	0.99

Assay outcomes deposited in PubChem BioAssay by several laboratories.
